High-throughput results (PubChem BioAssay)
HEK293 viab = GF-AFC viability counterscreen for inhibitors of alpha-synuclein gene (SNCA) expression; Potency, µM (doses to about 57.1 µM), for inactives: at the highest dose activity change, negative = cytotoxicity, most hits filed as cytotoxic; HEK-293-SNCA-luc viability, GF-AFC fluorescence, 24 h; 150,000 tested, 0.12% active; AID 1671193, 2021;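 also: 0% = DMSO-treated cells and -100% = medium-only wells without cells; nearly all actives have a fitted effect of over 30% in size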
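HEK-293-SNCA-luc cells (1500/well) plated 24 h, then exposed 24 h to a dilution series; GF-AFC added 30 min at 37C, fluorescence 405/540 nm; normalised to medium-only and DMSO wells, Hill fit.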
SNCA expr inh = Primary qHTS assay for inhibitors of alpha-synuclein gene (SNCA) expression | Potency, µM (highest dose often 57.2 µM), inactives show top-dose activity change, negative = inhibition, usual class: inhibitors | HEK-293 SNCA-luciferase knock-in, luminescence, 24 h | 140,000 tested, 0.17% active | AID 1671194, 2021;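 also: plate controls were DMSO cells for no effect and cell-free wells for full effect; nearly all actives have a fitted effect of over 45% in size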
An asterisk follows results filed as active; ? = inconclusive; [ ] = remark or other dose. Calls follow the shape of the dose curve; as a rule, active = well fitted curve in the direction sought with a large enough effect; inconclusive = small, poorly fitted or top-dose-only effect, or another doubt; inactive = no such curve, though single readings can be large; an effect the other way counts as inactive or inconclusive. Potency is read from the fitted curve at half-maximal effect. An excerpt (hit frequency here may not be typical).

Preview:
SMILES	HEK293 viab	SNCA expr inh
CC(=O)N1CCC[C@@]2(CCN(c3ncccn3)C2)C1	-0.6%	11.9%
CN1CCN(c2nc(-c3cccc(NS(C)(=O)=O)c3)nc3ccccc23)CC1	-18.9%	-2.4%
Cc1cnc(CNc2nc(-c3ccoc3)nc3ccccc23)cn1	0.9%	-8.6%

Main list, repeating the preview:
SMILES	HEK293 viab	SNCA expr inh
CC(=O)N1CCC[C@@]2(CCN(c3ncccn3)C2)C1	-0.6%	11.9%
CN1CCN(c2nc(-c3cccc(NS(C)(=O)=O)c3)nc3ccccc23)CC1	-18.9%	-2.4%
Cc1cnc(CNc2nc(-c3ccoc3)nc3ccccc23)cn1	0.9%	-8.6%
CN(C)c1ncc2ncc(=O)n(C3CC3)c2n1	-0.1%	17.4%
COc1cccc(-c2cc(NCc3cccc(C)c3)ncn2)c1	-2.3%	33.9%[activator]
CC(=O)N1CCC2(CC1)CN(c1ccccc1)C2	8.2%	-2.0%
O=C(Oc1ccccc1)N1CCC[C@@]2(CCN(c3ccccc3)C2)C1	-9.1%	-1.5%
Cn1c(=O)cnc2cnc(Oc3ccccc3)nc21	-13.3%	1.8%
Cc1ccccc1-c1cncnc1N1CCN(C)CC1	-16.5%	3.8%
COc1ccccc1-c1cncnc1Nc1ccccc1	0.0%	?
Cc1noc(C)c1-c1cncnc1NCc1ccccc1	-0.4%	39.7%[activator]
CCNc1ncc2nc(-c3ccccc3)c(=O)n(CCOC)c2n1	?	51.1%[activator]
Cc1cccc(CNc2nc(-c3ccoc3)nc3ccccc23)c1	-20.5%	-15.0%
O=C(c1csnn1)N1CCC[C@@]2(CCN(c3cccc(-c4ccccc4)c3)C2)C1	-8.0%	4.5%
O=c1c(-c2cccs2)nc2cnc(N3CCNCC3)nc2n1Cc1cccs1	?	17.8µM*
CN(C)C(=O)c1ccc(-c2ccc3ncnc(Nc4ccccc4)c3c2)cc1	-12.3%	14.4%
CN(C)c1ccc(-c2nc(-n3ccnc3)c3ccccc3n2)cc1	2.6%	-84.0%
COc1ccc(-c2nc3cnc(N4CCOCC4)nc3n(CCc3ccccc3)c2=O)cc1	29.5%	5.3%
COc1ccc(-n2c(=O)c(-c3cc(F)cc(F)c3)nc3cnc(N4CCOCC4)nc32)cc1	?	16.1%
Cc1noc(C)c1-c1ccc2ncnc(NC3CC3)c2c1	3.2%	32.6%[activator]
CN(C)Cc1ccccc1-c1nc(NCc2cccs2)c2ccccc2n1	?	-16.2%
COc1ccc(-n2c(=O)c(-c3cc(F)cc(F)c3)nc3cnc(N(C)C)nc32)cc1	?	6.5%
CC(C)CN1CCC2(CC1)CCN(C(=O)c1ccncc1)CC2	0.1%	-1.6%
Cc1cnc(CNc2ccnc(-c3cccc(C#N)c3)n2)cn1	?	?
CN(C)c1ccc(-c2cncnc2Nc2ccc(F)cc2)cc1	3.3%	-22.9%
O=S(=O)(c1ccccc1)N1CCC2(CCCN(c3ncccn3)C2)CC1	-1.1%	-20.9%
COCCNc1ncnc2ccc(-c3ccc(C(=O)N(C)C)cc3)cc12	0.1%	41.0%[activator]
COc1ccc(NC(=O)N2CCC3(CC2)CCN(C(=O)c2cccn2C)CC3)cc1	-10.8%	-8.0%
O=c1c(-c2ccc(F)cc2)nc2cnc(N3CCNCC3)nc2n1C1CC1	0.3%	6.3%
Cn1c(=O)c(CCc2ccccc2)nc2cnc(OCc3ccccc3)nc21	-3.9%	54.5%[activator]
Cn1c(=O)c(-c2ccccc2)nc2cnc(N3CCOCC3)nc21	?	65.8%[activator]
Cc1nc2cnc(N3CCNCC3)nc2n(C2CC2)c1=O	-21.8%	1.7%
CCNc1ncc2nc(-c3cccs3)c(=O)n(CCC#N)c2n1	?	13.1%
COc1ccc(C(=O)N2CCC[C@@]3(CCN(C(=O)Nc4cccc(F)c4)C3)C2)cc1	-10.5%	-6.2%
O=S(=O)(c1ccccc1)N1CCC2(CCCN(Cc3ccccc3)C2)CC1	-11.9%	?
N#Cc1cccc(-c2cncnc2NCc2cccnc2)c1	-3.0%	8.4%
COc1cccc(Nc2ncc3nc(CCc4ccccc4)c(=O)n(C[C@H]4CCCO4)c3n2)c1	-18.5%	12.6%
CC(=O)N1CCC2(CC1)CN(Cc1cc(C(F)(F)F)cc(C(F)(F)F)c1)C2	-6.0%	28.3%
COc1ccccc1CNc1ncnc2ccc(-c3ccoc3)cc12	-19.2%	-14.2%
COc1ccc(Oc2ncc3nc(-c4cccs4)c(=O)n(-c4ccccc4)c3n2)cc1	6.0%	-1.1%

3 entries out of the list, arranged by SMILES length, high to low.
SMILES	HEK293 viab	SNCA expr inh
COc1ccc(C(=O)N2CCC[C@@]3(CCN(C(=O)Nc4cccc(F)c4)C3)C2)cc1	-10.5%	-6.2%
CN(C)Cc1ccccc1-c1nc(NCc2cccs2)c2ccccc2n1	?	-16.2%
CCNc1ncc2nc(-c3cccs3)c(=O)n(CCC#N)c2n1	?	13.1%

Further compounds follow:
SMILES	HEK293 viab	SNCA expr inh
COc1ccc(-c2nc3cnc(Nc4cccc(OC)c4)nc3n(Cc3cccs3)c2=O)cc1	?	6.5%
COc1ccccc1-c1cncnc1NCCc1cnc[nH]1	6.3%	?
COc1cccc(-c2cncnc2NCCN2CCOCC2)c1	3.4%	-15.1%
O=c1c(-c2cccc(Cl)c2)nc2cncnc2n1-c1ccccc1	?	?
COCCNc1cc(-c2c(C)noc2C)ncn1	-9.4%	15.7%
Cc1cnc(CNc2ncncc2-c2ccc(N(C)C)cc2)cn1	17.7%	20.3%
N#CCCn1c(=O)c(-c2cccs2)nc2cnc(OCc3ccccc3)nc21	?	8.2%
CS(=O)(=O)Nc1cccc(-c2cncnc2NCc2ccccc2)c1	-5.1%	1.1%
O=c1c(-c2cc(F)cc(F)c2)nc2cnc(N3CCNCC3)nc2n1Cc1ccc(F)cc1	?	-7.2%
N#Cc1cccc(NC(=O)N2CC[C@@]3(CCCN(C(=O)c4ccco4)C3)C2)c1	-12.6%	-5.8%
CN(C)c1ncc2nc(-c3ccc(Cl)cc3)c(=O)n(C[C@H]3CCCO3)c2n1	?	44.7%[activator]
Cc1nc2cnc(N3CCN(C)CC3)nc2n(C)c1=O	7.2%	7.3%
COC(=O)N1CCC2(CCN(C(=O)Nc3ccc(OC)cc3)CC2)CC1	2.2%	50.4%[activator]
Cn1c(=O)c(-c2ccc(Cl)cc2)nc2cnc(N3CCNCC3)nc21	?	121.0%[activator]
Cn1cccc1C(=O)N1CCC[C@@]2(CCN(c3cccc(-c4ccccc4)c3)C2)C1	-20.4%	-14.7%
CN(C)c1ncc2nc(-c3ccc(Cl)cc3)c(=O)n(C3CC3)c2n1	?	31.7%[activator]
N#CCCn1c(=O)c(-c2cccc(C#N)c2)nc2cnc(Oc3cccc(Cl)c3)nc21	2.3%	?
CN1CCN(c2ncc3nc(-c4ccc(Cl)cc4)c(=O)n(Cc4cccs4)c3n2)CC1	?	-5.1%
Cc1cnc(CNc2ncncc2-c2cccc(C#N)c2)cn1	8.8%	-1.7%
CN(C)c1ccc(-c2cncnc2N(C)Cc2ccco2)cc1	3.6%	-6.5%

Compound profiles, from the list above:
Cc1nc2cnc(N3CCN(C)CC3)nc2n(C)c1=O is listed as HEK293 viab = 7.2%; SNCA expr inh = 7.3%
COc1ccc(-c2nc3cnc(Nc4cccc(OC)c4)nc3n(Cc3cccs3)c2=O)cc1 is listed as HEK293 viab = ?; SNCA expr inh = 6.5%

Further structures.
SMILES	HEK293 viab	SNCA expr inh
CN1CCN(c2ncc3nc(-c4cn(C)c5ccccc45)c(=O)n(C[C@H]4CCCO4)c3n2)CC1	?	40.3%[activator]
CC(=O)NCCNc1ncncc1-c1ccccc1CN(C)C	-6.9%	10.6%
COC(=O)N1CCC2(CCN(C(=O)Nc3cccc(C#N)c3)CC2)CC1	6.2%	11.3%
Cc1cccc(CNc2ncnc3ccc(-c4cccc(NS(C)(=O)=O)c4)cc23)c1	-20.8%	-30.6%
CC(C)NC(=O)N1CC[C@@]2(CCCN(C(=O)c3cnccn3)C2)C1	-7.8%	-21.9%
Fc1ccc(Nc2nc(-c3cccnc3)nc3ccccc23)cc1	-15.0%	-11.4%
Cc1cccc(CNc2ncncc2-c2ccc3c(c2)OCO3)c1	-2.2%	3.0%
CNc1ccnc(-c2ccccc2OC)n1	-0.6%	-4.2%
COc1ccccc1CNc1ncncc1-c1cccc(C#N)c1	-4.8%	11.9%
COc1ccc(NC(=O)N2CC[C@@]3(CCCN(C(=O)c4cnccn4)C3)C2)cc1	-1.6%	2.8%
COc1cccc(-c2nc(N3CCN(C)CC3)c3ccccc3n2)c1	-3.9%	7.0%
CN(Cc1ccco1)c1cc(-c2ccc3c(c2)OCO3)ncn1	0.3%	-5.7%
N#CCCn1c(=O)c(-c2ccccc2)nc2cnc(OCc3ccccc3)nc21	9.7%	-8.1%
Cc1nc2cnc(Oc3cccc(Cl)c3)nc2n(C[C@H]2CCCO2)c1=O	-2.6%	?
O=c1c(-c2cc(F)cc(F)c2)nc2cnc(Nc3ccccc3)nc2n1C[C@H]1CCCO1	15.7%	-3.7%
COCCNc1nc(-c2cccc(NS(C)(=O)=O)c2)nc2ccccc12	-22.7%	-4.8%
O=c1c(CCc2ccccc2)nc2cncnc2n1Cc1ccccc1	-3.0%	44.8%[activator]
CN(C)c1ccc(-c2nc(NCc3cccnc3)c3ccccc3n2)cc1	?	200.0%[activator]
O=C(c1cc(C(F)(F)F)cc(C(F)(F)F)c1)N1CCC2(CCCN(c3ccccn3)C2)CC1	-3.4%	-27.5%
Cc1noc(C)c1-c1ccc2ncnc(Nc3ccc(F)cc3)c2c1	-7.5%	-4.0%
COc1cccc(Cn2c(=O)c(-c3cccs3)nc3cnc(N4CCNCC4)nc32)c1	?	-7.5%
O=C(c1ccco1)N1CCC2(CCN(Cc3cc(C(F)(F)F)cc(C(F)(F)F)c3)CC2)CC1	-6.5%	-3.7%
COc1ncc2nc(-c3cc(F)cc(F)c3)c(=O)n(C[C@H]3CCCO3)c2n1	-17.4%	41.4%[activator]
COc1cccc(Nc2ncc3nc(-c4cc(F)cc(F)c4)c(=O)n(CCC#N)c3n2)c1	11.2%	-7.7%
COc1ccc(C(=O)N2CCC3(CC2)CCN(c2ccncc2)CC3)cc1	1.0%	8.0%
O=c1c(-c2cc(F)cc(F)c2)nc2cnc(Oc3ccccc3)nc2n1C1CC1	10.6%	5.0%
CN(C)c1ccc(-c2cc(Nc3ccc(F)cc3)ncn2)cc1	-25.6%	0.6%
O=C(Nc1cccc(F)c1)N1CC[C@@]2(CCCN(C(=O)c3ccco3)C2)C1	-9.9%	8.6%
COc1ccccc1-c1nc(N(C)C)c2ccccc2n1	-29.5%	?
Cc1cccc(CNc2ncncc2-c2cccc(NS(C)(=O)=O)c2)c1	4.1%	9.1%
COc1ccc2[nH]cc(CCNc3nc(-c4ccccc4CN(C)C)nc4ccccc34)c2c1	-5.9%	13.3%
Cc1noc(C)c1-c1nc(Nc2ccncc2)c2ccccc2n1	-3.6%	11.0%
COc1ncc2nc(-c3ccc(F)cc3)c(=O)n(Cc3ccc(F)cc3)c2n1	-1.1%	27.2%
COC(=O)N1CCC2(CCN(Cc3ccc(C#N)cc3)CC2)CC1	7.6%	4.5%
c1ccc(Nc2ncnc3ccc(-c4cccnc4)cc23)cc1	1.3%	-3.5%
O=c1c(-c2ccccc2)nc2cnc(Nc3ccccc3)nc2n1C[C@H]1CCCO1	?	-13.9%
O=C(Nc1cccc(F)c1)N1CCCC2(CCN(S(=O)(=O)c3ccccc3)CC2)C1	-6.3%	-3.5%
CCNc1ncc2nc(-c3cccs3)c(=O)n(C)c2n1	?	117.1%[activator]
COc1ccc(Oc2ncc3nc(-c4ccccc4)c(=O)n(C[C@H]4CCCO4)c3n2)cc1	-12.8%	12.3%
CN(C)C(=O)c1ccc(-c2cncnc2Nc2ccc(F)cc2)cc1	3.4%	14.9%

2 consecutive records already listed:
SMILES	HEK293 viab	SNCA expr inh
COc1ccc(Oc2ncc3nc(-c4ccccc4)c(=O)n(C[C@H]4CCCO4)c3n2)cc1	-12.8%	12.3%
CN(C)C(=O)c1ccc(-c2cncnc2Nc2ccc(F)cc2)cc1	3.4%	14.9%

The results go on:
SMILES	HEK293 viab	SNCA expr inh
N#Cc1cccc(NC(=O)N2CCC3(CC2)CCN(C(=O)c2ccco2)CC3)c1	7.9%	4.9%
COCC(=O)N1CCC2(CCCN(c3ccncc3)C2)CC1	-1.4%	21.0%
COc1ccc(NC(=O)N2CC[C@@]3(CCCN(C(=O)c4cccn4C)C3)C2)cc1	-9.8%	-11.0%
O=c1c(-c2ccc(F)cc2)nc2cnc(Nc3ccccc3)nc2n1Cc1cccs1	?	13.8%
O=C(c1cnccn1)N1CCC[C@@]2(CCN(c3ccccn3)C2)C1	4.3%	16.2%
FC(F)(F)c1ccccc1-c1cncnc1NCc1ccccc1	-1.1%	-8.6%
Clc1ccccc1-c1ccc2ncnc(NCc3cccnc3)c2c1	-7.3%	-7.1%
O=C(Nc1ccccc1)N1CCCC2(CCN(S(=O)(=O)c3ccccc3)CC2)C1	5.6%	42.3%[activator]
O=C(c1ccco1)N1CCC2(CCN(Cc3ccccc3)CC2)CC1	1.1%	-19.2%
COc1ccccc1-c1nccc(Nc2ccc(F)cc2)n1	-3.1%	4.6%
O=C(Nc1cccc(F)c1)N1CC2(CCN(C(=O)c3ccncc3)CC2)C1	3.0%	-2.6%
CN(C)C(=O)c1ccc(-c2cc(-n3ccnc3)ncn2)cc1	-4.6%	11.5%
